Screening data deposited in PubChem BioAssay by Sanford-Burnham Center for Chemical Genomics.
UBC13 polyUb – human UBC13 polyubiquitination inhibition | 330,000 compounds, 0.47% hits | UBC13 polyubiquitin chain formation, TR-FRET | P61088 | inhibition, % at 20 µM; in the data active = inhibition above about 45%, passing the limit was not always enough
Target sequence (P61088 whole entry, looked up): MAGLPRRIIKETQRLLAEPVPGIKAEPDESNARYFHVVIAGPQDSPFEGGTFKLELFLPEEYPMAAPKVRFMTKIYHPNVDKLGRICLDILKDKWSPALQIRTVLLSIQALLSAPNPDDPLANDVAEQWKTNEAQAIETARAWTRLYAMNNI
ATG4B inh – inhibitors of human ATG4B cysteine protease; Q9Y4P1; ATG4B cleavage of LC3-PLA2, NBD-HPC fluorescence, 1 h; inhibition, % at 8.33 µM; 340,000 compounds, 0.51% hits; AID 504462; in the data active = inhibition above about 40%
CXCR6 block – inhibitors of human CXCR6 receptor. O00574. CHO-K1 PathHunter CXCR6 beta-arrestin, luminescence. inhibition, % at 20 µM. 360,000 compounds, 0.36% hits. AID 602244; in the data active = inhibition above about 34%, passing the limit was not always enough;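 also: antagonist mode with CXCL16 agonist at 10 nM final; 0% = 10 nM CXCL16 with DMSO and 100% = unstimulated wells without agonist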
Target sequence (O00574 whole entry, looked up): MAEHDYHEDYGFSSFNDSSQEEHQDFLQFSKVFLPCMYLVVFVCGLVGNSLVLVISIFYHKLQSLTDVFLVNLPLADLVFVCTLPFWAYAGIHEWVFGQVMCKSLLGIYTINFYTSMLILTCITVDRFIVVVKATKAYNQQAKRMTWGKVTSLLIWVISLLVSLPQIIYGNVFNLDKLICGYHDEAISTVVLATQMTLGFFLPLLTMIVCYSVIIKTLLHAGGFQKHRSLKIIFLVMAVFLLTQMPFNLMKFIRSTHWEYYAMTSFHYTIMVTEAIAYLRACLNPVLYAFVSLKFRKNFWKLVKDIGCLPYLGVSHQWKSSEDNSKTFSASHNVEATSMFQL
APJ ag – activates the human apelin receptor APJ; activation, % at 20 µM; 330,000 compounds, 0.11% hits; AID 2520; CHO-K1 APJ PathHunter beta-arrestin, luminescence; 0% DMSO wells, 100% apelin;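 active = activation more than six SD over the plate average, tested at 20 µM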;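 also: 0% = DMSO alone and 100% = apelin-13 at 10 nM; some results filed as inactive read as strong as hits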
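Assay system: engineered CHO-K1 APJ arrestin reporter cells; Amount: 1000 CHO-K1 reporter cells seeded per well; Dosing: one dose, 20 µM compound, 1% DMSO; Times: compound stimulation 90 min at 25 °C, detection 60 min; Measured by: luminescent beta-gal fragment complementation, chemiluminescent substrate; Read-out: APJ–arrestin association signal; Controls: DMSO vs Apelin-13 10 nM.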
APJ antagonist – blocks the human apelin receptor APJ; P35414; CHO-K1 APJ beta-arrestin complementation, luminescence; inhibition, % at 20 µM; 330,000 compounds, 0.32% hits;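 active = inhibition above about 40% at 20 µM, limit read from the data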;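 also: cells challenged with 10 nM apelin-13 agonist together with compound; plate controls were apelin-13 plus DMSO wells for no effect and DMSO wells lacking apelin-13 for full effect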
CCR6 antagonist – antagonists of human CCR6 receptor. 340,000 compounds, 0.49% hits. inhibition, % at 20 µM. CHO-K1 CCR6 PathHunter beta-arrestin, luminescence, CCL20-stimulated. P51684. AID 493098;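 active = compounds whose inhibition of the agonist-driven luminescence signal at 20 µM reaches about 50%, limit read from the data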;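 also: cells stimulated with CCL20 at 14 nM final; plate controls were DMSO with CCL20 for no effect and DMSO without agonist for full effect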
Target sequence (P51684 whole entry, looked up): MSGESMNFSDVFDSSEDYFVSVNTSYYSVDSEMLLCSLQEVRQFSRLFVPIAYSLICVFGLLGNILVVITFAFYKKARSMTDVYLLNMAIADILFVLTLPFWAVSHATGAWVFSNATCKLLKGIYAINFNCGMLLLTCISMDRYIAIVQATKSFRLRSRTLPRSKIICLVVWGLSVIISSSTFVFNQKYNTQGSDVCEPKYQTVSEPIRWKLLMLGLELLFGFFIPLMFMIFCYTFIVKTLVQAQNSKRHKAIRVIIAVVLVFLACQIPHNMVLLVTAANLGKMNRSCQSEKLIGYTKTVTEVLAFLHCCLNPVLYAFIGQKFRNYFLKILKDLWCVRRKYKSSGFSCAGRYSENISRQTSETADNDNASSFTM
EBI2 block – EBI2 (human) antagonism; P32249; EBI2 beta-arrestin recruitment, luminescence, 7a,25-OHC stimulated; inhibition, % at 5 µM; 360,000 compounds, 0.81% hits; AID 651636; in the data active = inhibition above about 38%;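 also: enzyme fragment complementation signal reports receptor beta-arrestin coupling in cells; 0% = agonist plus DMSO wells and 100% = wells without agonist; some results beyond the cut were filed as inactive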
Gli-Sufu block – Gli-Sufu pathway antagonism; Sufu-KO-LIGHT fibroblasts, Gli luciferase reporter luminescence; 340,000 compounds, 0.74% hits; inhibition, % at 5 µM; AID 588413;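 active = inhibition above about 55%, limit read from the data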;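 also: 0% = DMSO-treated cells and 100% = wells with medium but no cells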
The depositor's hits bear a star; / = not tested or not shown. Rows are unselected. About 3% of those tested had a hit in this group.

Under each structure – UBC13 polyUb, ATG4B inh, CXCR6 block, APJ ag, APJ antagonist, CCR6 antagonist, EBI2 block, Gli-Sufu block
COc1cccc(NC(=O)c2csc3c2CCCC3)c1
    10, 2, -7, -3, -10, 9, 3, -74
CCC(C)NC(=O)Cc1cn(C)c2ccccc12 (stereo not drawn)
    -7, -11, -31, -1, -2, -5, -2, 3
Cc1ccc(CNC(=O)c2ccccc2NS(C)(=O)=O)cc1
    32, 6, -4, -4, 15, 14, 5, 0
COc1ccc(C2C/C(=N\O)C(C)(C)O2)cc1 (stereo not drawn)
    11, -4, -8, -2, 18, -17, -2, -57
CCOC(=O)C1CCN(C(=O)c2ccc(OCC(=O)N3CCOCC3)c(OC)c2)CC1
    -6, -1, 0, -2, 1, -9, -1, -5
COc1ccc(-n2ncc3c2CC(C)(C)CC3NC(=O)c2cn[nH]c2)cc1 (stereo not drawn)
    14, 3, -4, -2, -12, 5, -14, 8
O=C(Cc1cccc2ccccc12)Nc1ccc2oc(-c3ccccc3)nc2c1
    8, 1, 11, 0, 5, 10, 18, -14
CCCN1CCN(CCCNC(=O)c2ccc3c(Cl)c4c(nc3c2)CCCC4)CC1
    8, 9, 5, 6, 15, 1, -3, 31
CCn1ncc(NC(=S)NCCc2ccc(OC)c(OC)c2)c1C(N)=O
    6, 4, -2, 0, -11, 18, 2, -5
Cc1ccc2c(c1)N(C(C)C(=O)NCc1ccc3c(c1)OCO3)C(=O)CO2 (stereo not drawn)
    6, -3, -13, -3, -9, 11, 8, 0
O=C(c1ccc2c(c1)OCO2)N1CCN(c2cccc(C(F)(F)F)c2)CC1
    0, 2, -6, -1, 16, -1, 1, 9
O=C(CC(NC(=O)OCc1ccccc1)C(=O)O)OCc1ccccc1 (stereo not drawn)
    5, -8, -4, -4, 15, 3, 1, -6
C/C(=N\Nc1ccc(Cl)c(C(=O)O)c1)c1cccc([N+](=O)[O-])c1
    -16, 4, 12, 5, 12, 14, -3, 0
Cc1ccc(CNC(=O)CNC(=O)c2ccc(Br)o2)cc1
    4, 6, -2, 7, 7, 7, 2, -11
COC(=O)C1=C(C)Nc2[nH]c(=S)[nH]c(=O)c2C1c1ccc(O)cc1 (stereo not drawn)
    -17, -2, 0, -4, -27, -2, 12, 1
CC(C)OC(=O)C(CC(=O)O)N1CCOCC1 (stereo not drawn)
    2, 0, -6, -1, 10, -7, 5, 19
CCOC(=O)c1sc(SCC(=O)Nc2ccc(N(C)C)cc2)nc1N
    -14, -3, -9, 9, -25, 9, 30, 8
CCOc1ccccc1OCC(=O)NN1Cc2ccccc2C1=N
    7, -11, 0, -2, 0, -3, -2, 10
CCOC(=O)Cc1csc(NC(=O)Cc2ccc(Cl)cc2)n1
    4, 1, 3, 2, 7, 2, 2, -6
CCCCN(CC)CCCNC(=O)Cn1nc(Cc2ccncc2)c2ccccc2c1=O
    10, -7, 2, -6, 15, 1, -3, 3
CC(=O)Nc1cccc(OCCCNC(=O)c2cccc3ccccc23)c1
    0, 2, -4, 2, 5, 2, 13, -18
CN(C)CCCNS(=O)(=O)c1cc(Cl)c(Cl)cc1Cl
    8, -5, 4, 1, 11, 3, 6, 2
COc1ccc(-c2nn(-c3ccccc3)cc2/C=C\C(=O)Nc2ccc(C(=O)O)cc2)cc1
    -22, 30, 6, -2, 14, 11, -2, -3
Cc1ccc(Nc2nc(N)nc(CN3CCN(c4ccccc4)CC3)n2)cc1Cl
    -5, -15, -5, 1, 8, -1, 6, 12
NC(=O)[C@H]1CC2(CC(c3cccc(NC(=O)COc4ccc(Cl)cc4)c3)=NO2)CN1C(=O)c1ccc(Cl)cc1 (stereo partly drawn)
    -5, -28, -15, 10, -10, 3, -7, 10
CCCCN(CC)CCCNC(=O)c1ccc2c(c1)N(CC)C(=O)c1ccccc1S2(=O)=O
    6, 0, -1, -3, -4, 11, 1, 46
CCN1CCN(C(C)CCc2ccccc2)CC1 (stereo not drawn)
    5, -3, 0, -2, 21, -6, -12, 35
Cc1ccc(-c2cc(C(=O)N/N=C/c3c(C)nn(-c4ccccc4)c3C)n[nH]2)s1
    /, -14, -1, /, /, -6, 29, 3
CNC(=S)NNc1nc(C)cc(C)n1
    -5, 3, -8, -2, 13, -3, -4, 0
CON(C)C(=O)/C=C/CCCCNC(=O)OC(C)(C)C
    -7, -3, -14, -2, 4, -7, 8, -4
CCC(=O)N(CCN1CCOCC1)Cc1cc2cc3c(cc2nc1Cl)OCO3
    13, -4, -2, -3, 13, 6, -10, -6
O=C(NN=C1CCCCCCCCCCC1)c1ccncc1
    -2, 4, -1, -6, -1, -4, -6, -9
CC1=NN(/C(=N\c2nnc(C)s2)Nc2ccc(C)cc2)[C@H](c2ccc(C)cc2)S1
    4, -13, 7, -8, 25, 1, -6, -3
O=S(=O)(NCc1ccccc1)c1cccs1
    6, 1, -8, -2, -18, -1, 3, 5
Cc1sc2nc(SCC(=O)N(CCO)CCO)nc(N)c2c1C
    0, 1, 4, -2, 12, -10, 12, 0
COc1ccc(CNS(=O)(=O)NCc2ccc(OC)c(OC)c2)cc1OC
    -8, -11, 3, -4, 3, 2, -12, -8
O=C(CN1C(=O)NC2(CCCC2)C1=O)Nc1ccccc1F
    5, -7, -10, -6, -10, -5, -6, 1
CC(/C=C/C1(O)C(C)CC(O)CC1(C)C)OC1OC(CO)C(O)C(O)C1O (stereo not drawn)
    -3, -3, -5, -2, -29, 9, -1, 9
CCCNC(=O)N(CCOC)CC1CCCN(C2Cc3ccccc3C2)C1 (stereo not drawn)
    2, 13, 11, -3, 9, -5, -10, 15
COc1ccc(CNC(=O)CN2C(=O)NC(C)(c3cccc(Br)c3)C2=O)cc1 (stereo not drawn)
    1, -13, -1, 0, -7, 4, -6, 7
O=C(NN=Cc1c(O)ccc2ccccc12)c1ccncc1
    /, -14, 8, /, /, 36, 1, 87*
COC(CNC(=O)[C@H](Cc1ccccc1)N1Cc2ccccc2C1=O)OC
    0, -1, 2, -3, 8, 2, -1, -3
Cc1nc(N2CCOCC2)c2c3c(sc2n1)CCC3
    4, 4, 1, -2, 29, 4, 16, -9
Cc1nn(CCCC(=O)NCCc2ccccc2)c(C)c1[N+](=O)[O-]
    -4, -12, 9, -3, -1, 8, -8, 1
CCCC1=Nc2cc(C(=O)NCCCOCC)ccc2Sc2ccccc21
    -1, 31, -9, -3, 4, 9, -9, 44
Cc1ccccc1OCCC(=O)Nc1c(C)n(C)n(-c2ccccc2)c1=O
    -10, 0, 3, -5, 13, -23, 0, 6
Cc1cc2c(cc1S(=O)(=O)N1CCN(c3cccc(C)c3C)CC1)OCC(=O)N2
    12, -18, -3, -2, -1, 3, 8, 3
O=[N+]([O-])c1ccc(N(c2ccccc2)c2ccccc2)cc1
    1, -8, -2, -5, 3, 31, 6, 37
O=C(Cc1ccccc1)NCCc1ccc(Cl)cc1Cl
    -8, -4, 0, 0, 5, 0, 5, -1
N#CCCN(C(=O)COC(=O)c1ccc2ccccc2n1)c1ccccc1
    3, -3, 8, -3, 0, 6, 1, -4
CC(=O)NC(Cc1ccccc1)C(=O)NC1CCN(C(=O)NCc2ccccc2)CC1 (stereo not drawn)
    0, 2, -4, -4, -7, 10, -1, 3
Cc1cccc2[nH]c(CN(C)C(=O)C3CCC(=O)N(C4CC4)C3)nc12 (stereo not drawn)
    -2, 2, -5, -2, 5, 4, 1, 3
COc1ccc2cc3c(N)nn(C(=O)Cc4ccccc4OC)c3nc2c1
    -8, -5, -2, -3, -5, -5, 12, -19
COc1cccc(-n2nnc3c(=O)n(CC(=O)Nc4ccc(C)cc4)cnc32)c1
    3, 2, -9, 0, 6, -4, -17, 4
Oc1ccc(C2C(c3ccccc3)=NN=C(c3ccccc3F)N2O)c(O)c1 (stereo not drawn)
    -2, 63*, 11, 2, 21, 9, -3, -47
COCCNC(=O)C(c1ccc(C)o1)N(C(=O)c1snc(C(N)=O)c1N)c1ccc(C)c(C)c1 (stereo not drawn)
    40, 11, -5, -4, 0, 4, 16, -6
Cc1ccc(C)c(-c2nnc(NC(=O)Cc3ccccc3)o2)c1
    -11, 8, 12, -1, 9, 16, -5, /
O=C(CCC1CCCC1)NCCS(=O)(=O)N1CCN(c2ccc(F)cc2)CC1
    -8, -5, -7, 14, -6, 10, 0, -7
COc1ccc(NC(=O)CSc2nc(C)cc(C)n2)cc1
    -5, -11, -14, -2, 13, 8, -15, 21
COc1cc2c(cc1OC)-c1nnc(C)n1C1(CCCC1)C2
    -2, -8, -3, -1, 5, 0, -6, 2

(further entries)
Under each structure – UBC13 polyUb, ATG4B inh, CXCR6 block, APJ ag, APJ antagonist, CCR6 antagonist, EBI2 block, Gli-Sufu block
Nn1c(SCc2nc3ccccn3c2Br)nnc1-c1cccnc1
    -1, -3, 2, -6, -11, -5, -10, 8
COc1ccc(OC)c(NC(=O)CCNC(=O)Cn2ccc3ccccc3c2=O)c1
    -2, -1, -4, 0, -18, 2, 2, 19
CCCCOc1ccc(CC(=O)NCC(=O)O)cc1
    3, 2, -6, -1, -1, 2, -6, 1
Cc1ccc(C(=O)N/C(=C\c2ccc(C)o2)C(=O)O)cc1
    -10, -8, -1, -5, -16, 6, -6, 3
COC(=O)c1cc(S(=O)(=O)NC2CCC(C)CC2)cn1C (stereo not drawn)
    2, -1, 1, 1, 4, -7, -8, 1
COc1ccc(N2CCN(C(CNC(=O)C3CCCCC3)c3ccco3)CC2)cc1 (stereo not drawn)
    -5, -7, -8, -1, 28, 5, 10, 9
O=C(CCCC(=O)N(CC(=O)NC1CCCCC1)Cc1ccc2c(c1)OCO2)Nc1ccccn1
    -10, -10, 3, 0, -14, 15, -2, -14
CCOC(=O)CNC(=O)Cn1c(C)cc2ccccc2c1=O
    6, -4, -9, -2, -16, -26, -15, 12
CCOc1ccc(Cn2c(=O)oc3ccccc32)cc1
    0, 2, -7, -2, -13, -7, 7, 2
Cc1nn(Cc2ccc(Cl)cc2)c(C)c1NC(=O)C(c1ccccc1)c1ccccc1
    -5, -20, 7, -1, -16, 12, 20, -2
CCc1ccccc1NC(=O)CNC(=O)CCNC(=O)Nc1ccccc1
    12, -8, -2, -5, -4, 4, -1, -12
CCOC(=O)C1CCCN(Cc2c(F)cccc2Cl)C1 (stereo not drawn)
    3, -12, 3, 0, -12, -1, 6, -1
